Screening data from PubChem BioAssay.
APJ agonist = agonists of human apelin receptor APJ, primary screen, CHO-K1 cells, PathHunter beta-arrestin, luminescence; P35414; 0% DMSO wells, 100% apelin; activation, % at 20 µM; 330,000 tested, 0.11% active;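 active means activation more than six SD over the plate average, tested at 20 µM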;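 further: 0% = DMSO alone and 100% = apelin-13 at 10 nM; some results filed as inactive read as strong as hits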
Target sequence (P35414 whole entry, looked up): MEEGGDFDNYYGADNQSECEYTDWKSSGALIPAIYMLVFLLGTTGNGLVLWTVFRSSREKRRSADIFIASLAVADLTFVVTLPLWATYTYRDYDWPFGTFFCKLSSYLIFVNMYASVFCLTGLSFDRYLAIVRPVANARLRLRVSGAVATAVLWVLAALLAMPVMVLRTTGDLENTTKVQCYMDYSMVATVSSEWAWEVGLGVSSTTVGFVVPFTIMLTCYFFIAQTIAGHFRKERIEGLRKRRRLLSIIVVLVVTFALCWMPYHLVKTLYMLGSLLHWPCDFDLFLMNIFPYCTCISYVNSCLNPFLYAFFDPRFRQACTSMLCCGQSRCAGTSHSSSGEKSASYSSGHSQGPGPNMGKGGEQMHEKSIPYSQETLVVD
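Test system: CHO-K1 APJ beta-arrestin complementation cell line | Compound: Single test compound dose, 20 µM final, 1% DMSO | Incubation: Compound 90 min 25 °C, reagent 1 h | Measured by: beta-gal luminescence | Read-out basis: APJ–arrestin association signal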
GRIN3A LBD mod = binders of NR3A ligand-binding domain, primary screen, biophysical, differential scanning fluorimetry, uHTS; NR3A LBD differential scanning fluorimetry, Tm shift; 0% = protein alone, 100% = glycine-bound protein; Glutamate receptor ionotropic, NMDA 3A (GRIN3A) ligand-binding domain; Tm shift relative to glycine control, % at 25 µM; 340,000 tested, 2.5% active; AID 1259313, 2017;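 active means melting temperature shift of at least 10% of the positive control shift, at one fixed dose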
NALP3 yeast inh = NALP3 inflammasome inhibitors in reconstituted yeast, primary screen, luminescence, uHTS. 330,000 tested, 0.39% active. inhibition, % at 10 µM. Yeast reconstituted NLRP3/ASC/caspase-1, beta-gal luminescence, 24 h. AID 2825, 2010;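 active means inhibition of 50% or more; inactive means inhibition below 50%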;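 further: plate controls were induced DMSO wells for no effect and uninduced yeast grown without galactose for full effect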
beta cell repl = inducers of MIN6 beta-cell proliferation, primary screen, ATP luminescence, uHTS | MIN6 cells proliferation, ATPlite luminescence, 48 h; cells starved in 0.2% serum; 100% = growth in 10% serum | proliferation, % at 10 µM | 330,000 tested, 0.29% active | AID 2380, 2010;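 active means compounds whose signal lies at least 3.5 SD above the mean of all wells on their plate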;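 further: 0% = DMSO-treated cells in low-serum medium and 100% = 10% serum control; some compounds called inactive have numbers as strong as hits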
TIM10 inh = growth inhibitors of isogenic TIM10 control yeast, primary screen, counter-screen for tim10-1 yeast inhibitor project, luminescence, uHTS; S. cerevisiae TIM10 strain growth, BacTiter-Glo luminescence, 24 h; inhibition, % at 10 µM; 330,000 tested, 1.4% active; AID 463195, 2010;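 active means inhibition of 40% or more at the single tested concentration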;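 further: wild-type TIM10 isogenic control strain grown at permissive 25 °C; 0% = DMSO yeast wells and 100% = minimal medium wells without yeast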
tim10-1 inh = growth inhibitors of tim10-1 mutant yeast, primary screen, luminescence, uHTS; S. cerevisiae tim10-1 ts strain growth, BacTiter-Glo, 24 h; inhibition, % at 20 µM; 330,000 tested, 2.2% active;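 active means inhibition of at least 40%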;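 further: mutant grown at 25 °C; 0% = DMSO wells with yeast and 100% = wells holding no yeast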
tim23-1 inh = growth inhibitors of tim23-1 mutant yeast, primary screen, luminescence, uHTS; inhibition, % at 20 µM; 330,000 tested, 1.3% active; S. cerevisiae tim23-1 growth, BacTiter-Glo luminescence, 24 h;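 active means growth inhibition of the mutant yeast at or above 50%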;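 further: temperature-sensitive mutant grown at 25 °C; plate controls were DMSO-treated mutant yeast for no effect and medium wells lacking yeast for full effect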
MPTP inh = mitochondrial permeability transition pore inhibitors, primary screen, biochemical, isolated mouse mitochondria, absorbance | Ca2+ swelling absorbance, 30 min | inhibition, % at 10 µM | 360,000 tested, 1.4% active;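 active means inhibition of 50% or more, scaled per plate between neutral and stimulator controls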;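 further: 0% = DMSO wells given calcium and 100% = 1 mM EGTA wells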
APJ antag = antagonists of human apelin receptor APJ, primary screen, CHO-K1 cells, beta-arrestin complementation, luminescence; P35414; inhibition, % at 20 µM; 330,000 tested, 0.32% active; AID 2521, 2010;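 active means inhibition above about 40% at 20 µM, limit read from the data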;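 further: cells challenged with 10 nM apelin-13 agonist together with compound; plate controls were apelin-13 plus DMSO wells for no effect and DMSO wells lacking apelin-13 for full effect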
The depositor's hits bear a star; · = not tested or not shown.

SMILES	APJ agonist	GRIN3A LBD mod	NALP3 yeast inh	beta cell repl	TIM10 inh	tim10-1 inh	tim23-1 inh	MPTP inh	APJ antag
Cc1cccn2c(=O)c3cc(C(=O)N4COCC4(C)C)n(Cc4ccccc4)c3nc12	0	-1	-6	-3	3	16	-5	2.9	-17
Cc1cc(C(C)(C)C)ccc1OCCCCN1CCCC1	-2	-7	24	0	20	-6	-4	51*	9
Cn1c(=O)c2ncn(CC(=O)Nc3ccc(N4CCOCC4)cc3)c2n(C)c1=O	-2	2	13	-1	-4	-2	14	-1.1	-28
C/C(=N\OCC(=O)Nc1ccccc1C(C)(C)C)c1ccc2c(c1)OCCO2	-3	-1	10	0	12	29	18	-0.4	8
C[C@H](CO)N1C[C@H](C)[C@@H](CN(C)C(=O)Nc2ccc3c(c2)OCO3)Oc2c(NC(=O)Nc3ccccc3)cccc2C1=O	-2	-12	21	-1	-4	-3	-2	-1.9	5
Cn1cnnc1SCC(=O)Nc1ccc2nc(SCc3ccccc3)sc2c1	2	-28	22	-2	-8	1	-48	0.4	14
CN(Cc1ccccc1)C(=O)c1ccc(NC(=O)Cc2cccc([N+](=O)[O-])c2)cc1	-1	-14	3	0	6	17	22	-0.5	7
COCCN(Cc1nc2ccccc2c(=O)[nH]1)C(=O)COc1cccc(C(C)=O)c1	-3	-1	10	-2	-9	2	1	0.2	29
CCOc1ccc(-c2nc(CSCC(=O)N3CCN(C(=O)c4ccco4)CC3)c(C)o2)cc1	-1	0	14	2	10	23	17	-0.1	4
COc1ccc(CCNC(=O)Cn2c(=O)[nH]c3ccsc3c2=O)cc1OC	-3	-1	4	-2	6	9	-12	1.3	-3

4 entries drawn at random from the list so far, as already listed:
SMILES	APJ agonist	GRIN3A LBD mod	NALP3 yeast inh	beta cell repl	TIM10 inh	tim10-1 inh	tim23-1 inh	MPTP inh	APJ antag
COc1ccc(CCNC(=O)Cn2c(=O)[nH]c3ccsc3c2=O)cc1OC	-3	-1	4	-2	6	9	-12	1.3	-3
Cn1cnnc1SCC(=O)Nc1ccc2nc(SCc3ccccc3)sc2c1	2	-28	22	-2	-8	1	-48	0.4	14
COCCN(Cc1nc2ccccc2c(=O)[nH]1)C(=O)COc1cccc(C(C)=O)c1	-3	-1	10	-2	-9	2	1	0.2	29
C/C(=N\OCC(=O)Nc1ccccc1C(C)(C)C)c1ccc2c(c1)OCCO2	-3	-1	10	0	12	29	18	-0.4	8

(listing goes on)
SMILES	APJ agonist	GRIN3A LBD mod	NALP3 yeast inh	beta cell repl	TIM10 inh	tim10-1 inh	tim23-1 inh	MPTP inh	APJ antag
CCOC(=O)C(Cc1ccccc1)C(=O)NCc1ccccc1 (stereo not drawn)	-3	0	22	-3	4	16	22	-1.1	17
CC(=O)c1cccc(CN2CCC(C(=O)Nc3cccc(-c4ccn[nH]4)c3)CC2)c1	4	0	22	-2	5	13	2	0.4	14
CCCCCCCN1C(Nc2ccccc2)=NC[C@@H]1CC(C)C	2	1	26	-8	-6	19	1	3.3	8
O=C(CN1C(=O)CC(c2ccccc2)Sc2ccccc21)NCC1CCCO1 (stereo not drawn)	-2	1	7	-2	5	18	23	1.0	7
O=C1NC2(CCCC2)Oc2ccccc21	0	1	23	0	-1	14	0	-1.3	2
COc1ccc(CCN2CC(C(=O)NCc3ccco3)CC2=O)cc1OC (stereo not drawn)	-2	3	0	0	19	12	6	-0.5	-8
Cc1cccc(Nc2nc(N)c([N+](=O)[O-])c(N3CCCC(C)C3)n2)c1 (stereo not drawn)	-3	0	10	0	-46	23	50*	23	2
Cc1nc(Nc2ccc(S(=O)(=O)N3CCCC3)cc2)c2nnn(Cc3ccccc3)c2n1	1	-2	-3	0	-13	16	-16	6.2	-7
Cc1cc(NC(=O)c2cccc(COc3ccc(Br)cc3)c2)no1	-1	-1	17	4	-9	-8	-5	0.3	7
Cc1ccc(S(=O)(=O)N=S(CCO)CCO)cc1	0	-1	-8	-1	-2	-14	4	-1.4	0
CCCCN(C(=O)Nc1ccc(OCC)cc1)C1CCN(C(C)=O)CC1	-5	-1	12	0	-7	13	5	0.0	11
COc1ccc(NC(=O)COc2ccccc2Cc2ccccc2)cc1S(N)(=O)=O	1	-9	19	0	12	-12	6	2.0	7
O=C(c1cccnc1)C1CCCN(Cc2nc(Cc3ccccc3)no2)C1 (stereo not drawn)	-5	1	4	0	9	20	21	-0.5	-3
CCN1CCN(CC(O)COCCOc2ccc(Br)cc2)CC1 (stereo not drawn)	0	-1	30	0	-12	11	-9	2.9	13
N#CCCn1cc(/C=N/O)c(-c2ccccc2)n1	-5	0	-5	0	0	8	-5	-1.8	0
Cc1ccc(S(=O)(=O)/C(C#N)=C/c2c(N3CC(C)OC(C)C3)nc3ccccn3c2=O)cc1 (stereo not drawn)	-4	-2	21	0	13	21	14	3.8	15
COc1ccc2oc3ccccc3c(=O)c2c1	0	2	24	-2	4	12	13	1.6	-13
O=S(=O)(Nc1ncccn1)c1ccc(NC(=S)NCc2cccnc2)cc1	-2	0	8	0	-11	-16	1	-1.4	-19
O=C(CN(c1ccccc1)S(=O)(=O)c1ccccc1)Nc1ccc(F)cc1	-1	2	22	-3	5	-9	2	1.7	13
CCOC(=O)N1CCN(S(=O)(=O)N2CCCC(C(=O)NCc3cccc(OC)c3)C2)CC1 (stereo not drawn)	2	-1	9	2	4	8	2	-1.0	0
CC(C)CC(Nc1ncnc2scc(-c3ccccc3)c12)C(=O)O (stereo not drawn)	-2	-1	6	-3	11	14	5	0.5	-5
Cc1ccc(-c2nnn(CC(=O)N(c3cnc4ccccc4c3)C(C(=O)NC3CCCC3)c3ccncc3)n2)o1 (stereo not drawn)	-2	-3	17	5	12	14	11	-1.7	4
CCC(=O)OCC(=O)Nc1cc(C)c(C)cc1[N+](=O)[O-]	0	4	6	0	5	20	3	0.8	13
COc1ccc(-c2cc3cc(F)ccc3cn2)cc1	-1	0	-42	-5	25	20	25	0.6	-6
C=CCn1c(SCc2ccccc2C#N)nnc1-c1ccccc1O	-6	-2	-3	-2	23	31	26	3.3	2
O=C(CSc1nc2ccccc2n1CC(=O)N1CCCC1)Nc1nccs1	-5	-2	7	-1	-8	-5	7	-0.9	11
COc1ccc(S(=O)(=O)NCCC(=O)NCc2cccs2)cc1	1	-1	0	1	-22	-4	5	-1.7	9
O=C(NCc1ccccc1OC(F)(F)F)C1CCC(=O)N(Cc2ccccn2)C1 (stereo not drawn)	1	-1	1	12	1	15	6	6.6	10
COc1ccccc1-c1c(C(F)(F)F)oc2cc(OC(=O)c3cccc([N+](=O)[O-])c3C)ccc2c1=O	-5	1	29	-6	26	26	21	9.3	5
Cc1c(NC(=O)c2cc3ccccc3oc2=O)c(=O)n(-c2ccccc2)n1C	3	0	4	0	-14	-5	-5	-0.8	-15
COc1ccc2c(c1OC)C(C1c3c(cc4c(c3OC)OCO4)CCN1C)OC2=O (stereo not drawn)	-1	-1	1	2	15	25	13	-1.6	10
O=C1CC(C(=O)Nc2ccc(C(=O)O)cc2)C(c2ccccc2)O1 (stereo not drawn)	-4	0	8	1	11	9	11	-1.2	-19
Cn1ccnc1SCc1ccc([N+](=O)[O-])cc1	-1	1	-2	-1	6	4	1	-0.9	3
O=C(CN1C(=O)C2C3CCC(C3)C2C1=O)OCC(=O)c1cccc([N+](=O)[O-])c1 (stereo not drawn)	-12	-1	23	-3	2	9	3	2.8	61*
CCOC(=O)C1CCN(C(=O)c2cnn3c(C)cc(C)nc23)CC1	9	1	-1	-2	12	2	15	-0.4	14
CCNc1nc2nonc2nc1NCC	-2	0	8	0	4	-1	6	-5.2	3
C=CCNCCCCOc1ccc(OCc2ccccc2)cc1	-3	1	28	-4	19	21	15	-0.9	3
CCOC(=O)N1CCC(c2cc(=O)n3[nH]ccc3n2)CC1	-1	0	17	0	-21	-20	-11	-0.2	-57
O=C(NCCCC(=O)N1CCOCC1)c1cccnc1	3	0	0	-4	-3	-10	12	-2.1	21
COc1ccc(N2CCN(c3nc(NCCc4ccc(OC)c(OC)c4)nc(OC)n3)CC2)cc1	2	2	8	0	31	24	17	0.6	5
O=C(Nc1ccccc1)C(Cc1cccs1)c1nn[nH]n1 (stereo not drawn)	5	-1	3	0	-2	16	4	1.2	-4
CC(C)CCN1CCC(n2nccc2NC(=O)C2CCOC2)CC1 (stereo not drawn)	-6	2	-5	1	-6	18	9	-3.5	-11
COc1ccc(C(NC(=O)c2ccc(-c3ccccc3)cc2)c2ccccc2)cc1 (stereo not drawn)	-2	-2	6	-4	7	-4	-6	-3.4	-1
CCOc1ccc(NC(=O)c2cc(Cl)nc3ccccc23)cc1	-4	3	15	-1	1	19	23	3.9	0
CCOc1ccccc1NC(=O)N1CCCc2ccccc21	-10	-1	34	1	13	24	19	0.8	5
Cc1ccc2c(C(=O)CN3CCC(C(N)=O)CC3)c(C)[nH]c2c1	-5	·	4	1	3	9	2	1.8	-8
O=C(OCC(=O)N1CCCc2ccccc21)c1cnc(Cl)c(Cl)c1	2	0	19	-6	0	7	31	0.8	-15
CCCc1ccc(OCc2ccc(C(=O)N3CCCC3)o2)cc1	-2	-6	4	-3	23	5	18	3.1	2
CN(C)c1ccc(/C=N/NC(=O)c2cccc(N3CCCC3=O)c2)cc1	-1	-3	-6	-1	10	7	3	3.1	9
O=C(c1ccco1)N1CCN(C(=S)Nc2ccc(F)cc2)CC1	2	-2	23	-1	0	9	12	-0.6	1

Further structures
SMILES	APJ agonist	GRIN3A LBD mod	NALP3 yeast inh	beta cell repl	TIM10 inh	tim10-1 inh	tim23-1 inh	MPTP inh	APJ antag
CCCCn1c(CCc2ccccc2)nc2cc3[nH]c(=O)c(C(C)C)nc3cc21	-2	-1	8	-8	-4	-4	14	-0.4	-7
Cc1c(Cl)cccc1NS(=O)(=O)c1ccc2c(c1)C1C=CCC1C(c1ccc(C(=O)O)cc1)N2 (stereo not drawn)	0	2	21	-3	6	15	19	-3.1	-38
COc1ccc(NC(=O)CSc2nc3ccccc3nc2N2CCCC2)c(OC)c1	-5	0	8	-2	1	-24	6	0.4	-6
O=C1N[C@@H](Cc2ccccc2)C(=O)N2[C@H]3Nc4ccccc4[C@@]3([C@]34C[C@H]5C(=O)N[C@@H](Cc6ccccc6)C(=O)N5[C@H]3Nc3ccccc34)C[C@@H]12	-3	-1	-2	-4	-2	5	9	·	-9
OC(CN1CCN(Cc2ccccc2)CC1)Cn1c2ccccc2c2ccccc21 (stereo not drawn)	-2	-3	31	0	30	28	0	2.2	-7
CCC(CC)C(=O)NCc1ccccc1Cl	-3	3	0	0	-3	16	-7	-0.5	-5
COc1ccc(-n2nc(C(=O)NCC(=O)Nc3ccccn3)c3ccccc3c2=O)cc1	18	-2	9	-1	-32	-32	-38	0.2	-22
CCCCCn1c(S(=O)(=O)O)nc2ccccc21	1	-1	7	-3	-24	20	6	1.4	4
Cc1cc(C)nc(SCC(=O)N(C)CC(=O)Nc2c(Cl)cccc2Cl)n1	11	1	28	-1	-1	6	6	-1.7	2
N/C(=N\OC(=O)C1CCCCC1)c1ccc(Cl)cc1	11	1	-4	-2	48*	63*	53*	-1.1	-46
Cc1ccc(C)c(NC(=O)C(C)CC2COCCO2)c1 (stereo not drawn)	2	1	14	-3	-1	-10	10	-0.5	-5
